GPR151 activ – activates the human receptor GPR151; PathHunter beta-arrestin GPR151 cells, luminescence; activation, % at 11.2 µM; 650,000 tested, 1% active; AID 1508602; in the data active = activation above about 4.9%;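 also: 0% = median of compound wells and 100% = cells with positive control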
Target sequence (Q8TDV0 whole entry, looked up): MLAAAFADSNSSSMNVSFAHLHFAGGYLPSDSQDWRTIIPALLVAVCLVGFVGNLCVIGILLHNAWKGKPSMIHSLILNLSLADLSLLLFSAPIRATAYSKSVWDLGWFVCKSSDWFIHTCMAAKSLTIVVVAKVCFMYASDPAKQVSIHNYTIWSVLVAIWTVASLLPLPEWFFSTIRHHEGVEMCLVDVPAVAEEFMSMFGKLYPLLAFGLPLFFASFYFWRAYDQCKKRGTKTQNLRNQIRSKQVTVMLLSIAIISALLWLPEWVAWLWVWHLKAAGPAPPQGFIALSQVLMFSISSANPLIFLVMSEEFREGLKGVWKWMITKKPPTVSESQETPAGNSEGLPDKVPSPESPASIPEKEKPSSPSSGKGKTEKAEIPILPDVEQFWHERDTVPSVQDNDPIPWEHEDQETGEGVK
FBW7 activator – human FBW7 E3 ligase activation, primary screen | Q969H0 | AlphaScreen FBW7–phospho-cyclin E peptide binding, activator screen | normalized activity (activation), % at 26.1 µM | 650,000 tested, 0.13% active | AID 1259310; in the data active = normalized activity above about 1.9%;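 also: purified mutant Fbw7 with reduced substrate affinity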
MITF primary – blocks human microphthalmia-associated transcription factor. O75030. AlphaScreen MITF homodimerization, bead proximity signal. inhibition, % at 2.6 µM. 650,000 tested, 0.91% active; in the data active = inhibition above about 50%;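 also: 0% = vehicle wells with protein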
Target sequence (O75030 whole entry, looked up): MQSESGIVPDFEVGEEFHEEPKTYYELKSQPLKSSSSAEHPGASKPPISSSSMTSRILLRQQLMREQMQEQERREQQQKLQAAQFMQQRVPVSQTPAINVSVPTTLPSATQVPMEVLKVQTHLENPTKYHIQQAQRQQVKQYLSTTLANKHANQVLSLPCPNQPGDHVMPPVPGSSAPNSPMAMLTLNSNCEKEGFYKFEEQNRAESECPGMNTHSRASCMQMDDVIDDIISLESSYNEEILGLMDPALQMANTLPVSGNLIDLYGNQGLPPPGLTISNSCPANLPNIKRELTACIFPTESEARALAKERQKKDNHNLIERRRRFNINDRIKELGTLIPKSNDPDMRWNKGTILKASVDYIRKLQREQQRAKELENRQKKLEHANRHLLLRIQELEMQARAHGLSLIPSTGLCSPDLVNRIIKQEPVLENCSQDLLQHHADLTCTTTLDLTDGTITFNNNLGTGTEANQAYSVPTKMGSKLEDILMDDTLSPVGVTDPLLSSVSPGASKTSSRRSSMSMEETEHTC
TEAD-YAP block – TEAD-YAP interaction inhibition; HEK-TIYL cells, TEAD-Gal4/YAP UAS-luciferase luminescence; inhibition, % at 9.12 µM; 640,000 tested, 1.4% active; in the data active = inhibition above about 32%;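 also: 0% = median of test compound wells and 100% = reference inhibitor wells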
Numbers without * were called inactive.

The first seven records as a preview:
SMILES	GPR151 activ	FBW7 activator	MITF primary	TEAD-YAP block
COc1cc(Nc2ccn3ncc(-c4cccc(N)c4)c3n2)cc(OC)c1OC	0.5	0.0	23	5
COc1ccc(C(=O)Nc2ccc(NC(=O)c3ccc(Br)cc3)cc2)cc1	0.3	0.0	14	6
Cc1onc(-c2ccccc2Cl)c1C(=O)NC(C)Cc1c[nH]c2ccccc12 (stereo not given)	-1.5	0.2	9	-9
Cc1ncc(CO)c2cc(C(=O)Nc3ccc(F)c(Cl)c3)c(=Nc3ccccc3)oc12	-1.2	0.0	10	7
COc1cccc(-c2nc3n(n2)C(c2cccc(OC)c2OC)C(C(N)=O)=C(C)N3)c1 (stereo not given)	0.2	0.0	0	-16
CCC1CN(CCC(=O)NCC2CCN(CCOC)CC2)Cc2ccc(Cl)cc2O1 (stereo not given)	-0.6	0.0	5	8
COc1ccc(N(CC(O)Cn2nnc3ccccc32)S(=O)(=O)c2ccc(C)cc2)cc1 (stereo not given)	3.1	-0.1	16	2

Results (from the top)
SMILES	GPR151 activ	FBW7 activator	MITF primary	TEAD-YAP block
COc1cc(Nc2ccn3ncc(-c4cccc(N)c4)c3n2)cc(OC)c1OC	0.5	0.0	23	5
COc1ccc(C(=O)Nc2ccc(NC(=O)c3ccc(Br)cc3)cc2)cc1	0.3	0.0	14	6
Cc1onc(-c2ccccc2Cl)c1C(=O)NC(C)Cc1c[nH]c2ccccc12 (stereo not given)	-1.5	0.2	9	-9
Cc1ncc(CO)c2cc(C(=O)Nc3ccc(F)c(Cl)c3)c(=Nc3ccccc3)oc12	-1.2	0.0	10	7
COc1cccc(-c2nc3n(n2)C(c2cccc(OC)c2OC)C(C(N)=O)=C(C)N3)c1 (stereo not given)	0.2	0.0	0	-16
CCC1CN(CCC(=O)NCC2CCN(CCOC)CC2)Cc2ccc(Cl)cc2O1 (stereo not given)	-0.6	0.0	5	8
COc1ccc(N(CC(O)Cn2nnc3ccccc32)S(=O)(=O)c2ccc(C)cc2)cc1 (stereo not given)	3.1	-0.1	16	2
CSCCOC(=O)C1=C(C)NC(=O)CC1c1cccc(Cl)c1Cl (stereo not given)	-0.7	-0.2	27	9
C/C=C(\C)CN1CCC2(CCC(CNC(=O)c3ccn(C)n3)O2)CC1 (stereo not given)	0.5	-0.1	15	3
COc1ccc(-c2csc(Nc3ccccc3F)n2)cc1OC	0.5	0.1	-8	-52
CCOC(=O)c1ccc(-n2c(SCc3cccnc3)nc3c(sc(=S)n3-c3cccc(OC)c3)c2=O)cc1	0.0	0.1	12	-6
CCCn1cc(-c2nc(-c3cc(OC)c(OC)c(OC)c3)no2)c(=O)c2cc(C)ccc21	-0.5	0.2	-12	-17
CCc1cccc(N=c2oc3c(C)ncc(CO)c3cc2C(N)=O)c1	1.8	0.3	20	-16
O=C1C=CC(=O)N1c1cc(Cl)c(Cl)cc1Cl	-1.1	0.1	12	-2
CC(=O)CCc1oc2ccc(C)cc2c1-c1ccc(C)o1	-0.9	0.0	14	4
Cc1ccc(N=C2NC(=O)CC(C(=O)Nc3cccc4ccccc34)S2)cc1 (stereo not given)	-1.7	0.8	-16	-3
O=C(O)CCC(=O)Nc1ccc(S(=O)(=O)Nc2ccc(F)cc2)cc1	-0.8	-0.8	-9	-3
COc1ccc(C2CC(=O)C3=C(C2)Nc2ccccc2NC3c2ccncc2)cc1OC (stereo not given)	0.1	0.2	17	11
Fc1cccc(Cl)c1CN1CCOc2ccc(CN3CCOCC3)cc2C1	1.4	0.2	4	10
CC(C)(C)C(=O)NC(=S)Nc1ncccn1	-0.5	0.1	-1	-5
CCOC(=O)C1C(c2ccc(OC)c(OC)c2)NC(=O)NC1(O)C(F)(F)F (stereo not given)	-0.2	0.3	-1	4
Cc1nc(N)sc1C(=O)N/N=C/c1c(F)cccc1Cl	-1.6	0.2	1	-10
CCCCN(CCCC)CC(O)CN(c1ccc(C)cc1)S(=O)(=O)c1ccccc1 (stereo not given)	-0.2	0.0	-8	5
COc1ccc(C2C(C(=O)OC(C)C)=C(C)NC3=C2C(=O)CCC3)cc1 (stereo not given)	-0.2	0.0	5	2
COCCn1c(=O)n(Cc2ccc(F)cc2)c2cccnc21	-0.4	0.0	-16	1
Cc1cc2nsnc2c(S(=O)(=O)NCC(=O)O)c1C	-1.3	0.2	1	7
CC1=C(C(=O)OC(C)C)C(c2coc3ccc(Cl)cc3c2=O)C2=C(CCCC2=O)N1 (stereo not given)	0.7	0.0	16	2
Fc1ccc(/C=C/CN2CCCC(N3CCOCC3)C2)cc1 (stereo not given)	0.4	0.1	-5	3
COc1ccc(CCNC(=O)C2CCCN2c2nnc(N3CCCC3=O)s2)c(OC)c1 (stereo not given)	0.0	0.1	4	-3
CCOC(=O)C1CCC(CN(Cc2ccc(Cl)cc2)S(=O)(=O)c2ccc(F)c(C(=O)Nc3cc(C)ccc3C)c2)CC1 (stereo not given)	-0.5	0.0	4	3
CCCC1Oc2ccccc2C2CC(c3ccc(Cl)cc3)=NN12 (stereo not given)	1.1	-0.1	3	-39
Cc1ccc(OCCN(C)C(=O)Cn2cc(NC(=O)CCOc3ccccc3)cn2)cc1	-0.1	0.0	9	5
CCCNC(=O)NC(=O)CN1C(=O)c2ccccc2S1(=O)=O	0.7	0.1	3	2
COc1ccc(CN(C(=O)COc2ccccc2OC)C2CCS(=O)(=O)C2)cc1 (stereo not given)	0.3	0.1	-8	-7
CCOC(=O)c1sc(NC(=O)c2ccccc2NS(=O)(=O)c2ccc(C)cc2)nc1-c1ccccc1	1.4	0.2	-13	3
O=C(CSc1c[nH]c2ccccc12)Nc1nc2ccccc2s1	0.7	-0.2	-1	-2
CCN(CC(=O)Nc1ccc(NC(C)=O)cc1)C(=O)C(c1ccccc1)c1ccccc1	3.5	0.1	10	-24
Nc1cccc(-c2nc(NCc3ccccc3)c3ncn(CCN4CCCC4=O)c3n2)c1	0.9	-0.1	-6	-1
CCC(C)NC(=O)c1cc2n(n1)C(C(F)(F)F)CC(c1ccc(F)cc1)N2 (stereo not given)	0.8	0.1	-11	11
COc1cccc(OC)c1OCC(O)CN1CCC(CN2C(=O)c3cccc4cccc(c34)C2=O)CC1 (stereo not given)	-0.4	0.3	15	23
Oc1ccc(/C=N/Nc2ncc(C(F)(F)F)cc2Cl)c(O)c1O	2.0	-1.2	66*	7
CSc1ccc(Cl)c(C(=O)Nc2nc(C)cs2)c1	0.7	0.0	6	-31
C=C1C2(C(=O)N3CCc4ccccc43)CCC(C2)C1(C)C (stereo not given)	0.3	0.1	-4	3
O=C(CN1C(=O)C2C3C=CC(C3)C2C1=O)Nc1ccccc1Br (stereo not given)	1.3	0.1	9	-5
Cc1ccc(S(=O)(=O)c2nc(NCC3CCCO3)sc2Cl)cc1 (stereo not given)	-2.3	-0.2	5	0
CCC(=O)C1=C(c2ccc(C)c(C)c2)N(C(=O)CC)n2c(C)nnc2S1	-1.0	-0.1	7	16
CCOc1ccc(CCN2C(=O)CC(NCCc3ccc(S(N)(=O)=O)cc3)C2=O)cc1OCC (stereo not given)	0.5	-0.1	3	-7
COc1ccc(C2=NN(CCc3ccccn3)C(=O)C2)cc1	-1.0	-0.3	2	7
COC(=O)c1ccc(NC(=O)CSc2nnc(COc3ccc(C(C)C)cc3)o2)cc1	-1.2	0.3	7	24
CCCCOC(=O)C(C)(C)OC(=O)Nc1ccc(Cl)c(Cl)c1	-0.6	-0.1	-14	-11
CC(=O)N1CCc2c(sc(NC(=O)c3ccc(S(=O)(=O)N4CC(C)OC(C)C4)cc3)c2C(N)=O)C1 (stereo not given)	-0.8	-0.1	-2	16
COc1cc2nc(SCC(=O)N3CCCc4ccccc43)n(CCc3ccc(S(N)(=O)=O)cc3)c(=O)c2cc1OC	0.7	0.0	0	-3
Cc1c(NC(=O)CCc2ccccc2)ccc([N+](=O)[O-])c1C	0.7	0.1	-9	0
Cc1cccc2c1CC(=O)NC21CCN(Cc2ccc3ccccc3c2)CC1	-0.3	-0.3	5	7
CCOC(=O)C1=C(C)NC2=C(C(=O)CCC2)C1c1ccccc1OCC(=O)O (stereo not given)	1.1	0.8	18	11
Cc1ccc(N2C(=O)SC(N(CC(N)=O)c3ccc(C)cc3)C2=O)cc1 (stereo not given)	2.1	-0.1	12	-1
Cc1ccc(NC(=O)c2c(F)c(F)c(F)c(C(=O)Nc3ccc(C)c(C)c3)c2F)cc1C	0.5	0.0	0	16
Cc1ccc(N2NC(=O)/C(=C/c3cccc(I)c3)C2=O)cc1	-0.4	0.0	-10	-6
O=C(NC1CCCCC1)c1ccc2c(=O)n(-c3ccc(F)c(Cl)c3)c(=S)[nH]c2c1	-0.2	0.4	12	8
CCOc1ccc(S(=O)(=O)NCCc2ccccc2)c2ccccc12	0.4	-0.1	-2	-4
New compounds follow.
SMILES	GPR151 activ	FBW7 activator	MITF primary	TEAD-YAP block
O=C1CCc2cc(S(=O)(=O)Nc3ccc(Br)cc3F)cc3c2N1CC3	0.6	0.2	8	-4
CCCNC(=O)c1cccc(Nc2cccnc2)n1	2.6	0.1	3	7
O=C(CCc1nnc(C2(c3ccc(Cl)cc3)CCC2)o1)NC1CC1	0.0	0.0	4	-9
COc1ccccc1N1C(=O)c2ccc(C(=O)NN3C(=O)c4ccccc4C3=O)cc2C1=O	-0.6	-0.1	11	18
CCCN1CCN(C(=O)CCN2Cc3ccccc3OC(c3ccccc3)C2)CC1 (stereo not given)	-0.8	0.0	-181	-5
CCCCC(=O)N1c2ccccc2NC2=C(C(=O)CCC2)C1c1ccc(O)c(OC)c1 (stereo not given)	2.1	0.0	1	-2
CC(C(=O)N1c2ccccc2-c2c(ssc2=S)C1(C)C)N1C(=O)c2ccccc2C1=O (stereo not given)	0.9	0.2	12	-3
Cc1ccc(-c2csc3ncc(C(=O)N(C)C(C)C)c(=O)n23)cc1	0.6	-0.1	1	11
CC(=O)c1sc(NC(=O)c2ccccc2[N+](=O)[O-])nc1C	4.8	0.0	5	8
NC(=S)NNC(=O)CCn1c2ccccc2c2ccccc21	-1.8	1.4	15	1
NC1=NC(=O)/C(=C/c2cccc(OC(=O)c3cccs3)c2)S1	0.6	0.1	8	5
O=c1c2nnn(Cc3ccc(F)cc3)c2ncn1C/C=C/c1ccccc1	0.2	0.8	15	1
C/C(Cl)=C/Cn1c(N(C)Cc2ccccc2)nc2c1c(=O)n(C)c(=O)n2C	0.9	0.0	10	-1
C=CCN1CCN(C(=O)c2c(-c3ccccc3)nn(-c3ccccc3)c2C)CCC1=O	-1.3	0.5	9	11
C=CCc1ccc(OCCn2cncn2)c(OC)c1	0.2	0.1	8	8
Cc1c(S(=O)(=O)N2CCN(c3cccc(Cl)c3)CC2)c(=O)n(C)c(=O)n1C	-0.2	0.0	-13	-1
Nn1c(SCc2ccc([N+](=O)[O-])cc2)nnc1-c1ccco1	-2.0	0.5	13	9
COc1ccc(-c2cc3ccccn3c2C)cc1	-0.5	-0.2	6	4
Cc1ccccc1/C=C1\N=C(c2ccccc2F)OC1=O	-0.9	-0.1	-7	-1
O=c1oc2c(Br)c(O)c(Br)cc2s1	-0.7	-0.1	42	10
CCOc1ccc(-n2c(SCC(=O)Nc3ccc(Br)cc3)nc3n[nH]c(C)c3c2=N)cc1	0.7	0.0	-3	16
CC(C)=NOC(=O)CCS(=O)(=O)c1nc(-c2cccs2)cc(C(F)(F)F)n1	1.2	-0.1	7	-34
COc1ncnc2c1cnn2-c1ccccc1	-0.1	0.5	11	-12
Cc1cc(CSc2ccccc2)ccc1NS(=O)(=O)c1ccc2c(c1)OCCO2	-1.6	-0.1	2	-4
Cc1ccc(NC(=S)NC(=O)C23CC4CC(C)(CC(C)(C4)C2)C3)cc1	-1.4	-0.1	10	-1
O=C(NC1CCN(Cc2ccccc2)CC1)c1ccc2nc(N3CCCC3CO)sc2c1 (stereo not given)	-0.1	-0.1	3	-8
O=C(CCc1nnc(COc2ccccc2)o1)NCCc1cccs1	-0.5	-0.1	10	-16
COc1cc(/C=C2/C(=N)N3N=C(Cc4ccccc4)SC3=NC2=O)ccc1OCc1ccc(F)cc1	0.7	0.3	-11	-23
O=C(CN1CCCCCC1)Nc1nccs1	-1.3	0.0	35	-2

Grouped by structure, the entries above containing a COOH group
SMILES	GPR151 activ	FBW7 activator	MITF primary	TEAD-YAP block
O=C(O)CCC(=O)Nc1ccc(S(=O)(=O)Nc2ccc(F)cc2)cc1	-0.8	-0.8	-9	-3
Cc1cc2nsnc2c(S(=O)(=O)NCC(=O)O)c1C	-1.3	0.2	1	7
CCOC(=O)C1=C(C)NC2=C(C(=O)CCC2)C1c1ccccc1OCC(=O)O (stereo not given)	1.1	0.8	18	11

Ordered by number of heavy atoms (descending): 4 of the compounds above
SMILES	GPR151 activ	FBW7 activator	MITF primary	TEAD-YAP block
Cc1ccc(N2C(=O)SC(N(CC(N)=O)c3ccc(C)cc3)C2=O)cc1 (stereo not given)	2.1	-0.1	12	-1
O=C1CCc2cc(S(=O)(=O)Nc3ccc(Br)cc3F)cc3c2N1CC3	0.6	0.2	8	-4
CSc1ccc(Cl)c(C(=O)Nc2nc(C)cs2)c1	0.7	0.0	6	-31
COc1ncnc2c1cnn2-c1ccccc1	-0.1	0.5	11	-12

Assay outcomes (PubChem)
